SIRT5 inh: blocks human SIRT5 desuccinylation of peptide. Q9NXA8. Purified SirT5, succinyl-peptide AMC, trypsin-coupled fluorescence. inhibition, % at 15 µM. actives 1.1% (n = 330,000); in the data active = inhibition above about 15%
ERAP1 inh: inhibitors of human ERAP1 aminopeptidase. AID 652197. recombinant ERAP1, Leu-AMC fluorescence, 60 min. actives 0.15% (n = 340,000). inhibition, % at 10.7 µM. Q9NZ08;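 active = mean replicate inhibition of at least 30%, or all replicates individually reaching that 30% level; inactive = mean below 30% and not every replicate reaching it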;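 also: 0% = neutral control wells and 100% = L-leucinethiol positive control wells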
Target sequence (Q9NZ08 whole entry, looked up): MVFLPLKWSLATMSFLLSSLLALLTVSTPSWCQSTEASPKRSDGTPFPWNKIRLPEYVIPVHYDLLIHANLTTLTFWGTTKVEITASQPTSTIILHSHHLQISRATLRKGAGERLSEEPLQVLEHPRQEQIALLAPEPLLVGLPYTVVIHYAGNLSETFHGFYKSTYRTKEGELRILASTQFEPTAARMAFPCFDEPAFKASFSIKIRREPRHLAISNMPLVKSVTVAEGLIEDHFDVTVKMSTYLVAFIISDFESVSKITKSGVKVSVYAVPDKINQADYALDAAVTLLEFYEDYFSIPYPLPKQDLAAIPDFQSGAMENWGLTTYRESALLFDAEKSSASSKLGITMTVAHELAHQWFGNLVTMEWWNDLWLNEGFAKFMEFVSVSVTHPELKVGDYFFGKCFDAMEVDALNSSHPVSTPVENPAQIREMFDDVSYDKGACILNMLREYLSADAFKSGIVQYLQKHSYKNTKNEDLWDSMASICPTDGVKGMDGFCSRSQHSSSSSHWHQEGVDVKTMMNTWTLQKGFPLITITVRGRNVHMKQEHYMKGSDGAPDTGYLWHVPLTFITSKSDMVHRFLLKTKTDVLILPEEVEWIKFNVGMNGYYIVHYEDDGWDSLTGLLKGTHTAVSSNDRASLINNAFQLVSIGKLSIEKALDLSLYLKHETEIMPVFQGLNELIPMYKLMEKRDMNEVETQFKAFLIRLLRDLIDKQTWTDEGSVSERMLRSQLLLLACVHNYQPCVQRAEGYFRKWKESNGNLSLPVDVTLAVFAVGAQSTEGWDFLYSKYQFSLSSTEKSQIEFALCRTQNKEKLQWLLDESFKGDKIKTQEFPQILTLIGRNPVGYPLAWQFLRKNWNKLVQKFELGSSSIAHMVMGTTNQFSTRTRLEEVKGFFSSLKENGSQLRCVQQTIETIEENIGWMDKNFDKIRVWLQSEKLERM
Statin myotox sup: suppression of simvastatin myotoxicity; actives 0.78% (n = 330,000); C2C12 myotubes + simvastatin, ATP luminescence, 48 h; scaled: DMSO 0, geranylgeraniol control 100; rescue of ATP level, % at 7.49 µM;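 active = mean ATP rescue above about 67%, or every replicate alone reaching that limit, limit read from the data, passing the limit was not always enough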;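 also: myotubes were challenged with 10 µM simvastatin during compound exposure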
LGR2 antag: Drosophila LGR2 receptor signaling inhibition; HEK293 LGR2, CRE-luciferase, bursicon-stimulated, 4 h; inhibition, % at 9.99 µM; actives 0.35% (n = 380,000); AID 720647;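 active = drop in luminescence signal, shown as inhibition above about 50% in the replicate tests, limit read from the data, passing the limit was not always enough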;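 also: agonist challenge used bursicon conditioned medium at about half maximal strength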
S100A4 inh HTS: inhibitors of human S100A4 binding to myosin IIA peptide; P26447; S100A4/TAMRA-MyoIIA peptide fluorescence polarization; inhibition, % at 10.7 µM; actives 0.14% (n = 360,000); AID 652163;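 active = mean inhibition of at least 70% across replicates, with every replicate also reaching that level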
Target sequence (P26447 whole entry, looked up): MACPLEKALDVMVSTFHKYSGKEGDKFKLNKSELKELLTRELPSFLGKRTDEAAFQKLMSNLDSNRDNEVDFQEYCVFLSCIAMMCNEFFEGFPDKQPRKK
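assay system = human S100A4 monomer with TAMRA-labelled myosin IIA peptide | also added = labelled myosin peptide probe, 5 nM | incubation = 5 min between mix addition and reading | control set = DMSO and TFP controls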
Cneo AK release: Cryptococcus neoformans lysis via adenylate kinase release. C. neoformans lysis, adenylate kinase release luminescence, 4 h; normalised: neutral wells 0, clomiphene wells 100. AID 651654. lysis activity, % at 15 µM. actives 0.2% (n = 360,000);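 active = mean lysis activity across replicates of at least 80%, whatever share of replicates individually reach that level; inactive = mean lysis activity below 80%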
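Assay system: log-phase C. neoformans yeast / Quantity: yeast cell density of 5 × 10^6 cells/mL / Medium: fresh YPD growth medium / Compound: single dose / Timing: static 4 h at 37 °C with compound, 1 h detection / Measured by: adenylate kinase release luminescence / Read-out: lysis from increased AK signal / Benchmarks: Clomiphene as positive lysis control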
PGC1a acetyl inh: PGC1a acetylation modulation, inhibitor mode; U2OS PGC1a acetylation, AlphaScreen anti-acetyl-lysine; with virally co-expressed GCN5 acetyltransferase; inhibition, % at 15.6 µM; actives 0.17% (n = 350,000); AID 651687;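 active = every replicate shows inhibition of at least 40%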;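 also: 0% = neutral control wells and 100% = positive control wells; some results beyond the cut were filed as inactive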
XiGFP reactiv: activators of X-chromosome reactivation in mouse fibroblasts; activation, % at 7.58 µM; actives 0.055% (n = 360,000); XiGFP mouse fibroblasts, % GFP-positive cells imaging, 3 d; cells co-treated with 5-aza-dC sensitizer; scaled so ellipticine positive control = 100%;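 active = mean normalized replicate activation at least 10% and every replicate at or above 10%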;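 also: 0% = median of on-plate neutral control wells and 100% = ellipticine 6 µM median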
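System: 68-5-11 XiGFP fibroblast line; Timing: 3 days compound exposure; Compound dosing: one concentration, pinned; Benchmarks: positive control ellipticine, 6 µM final; Buffer or medium: DMEM containing 5-aza-dC.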
Numbers without * were called inactive; nt = not tested or not shown; & = joins results of further samples. Not all compounds are listed; count on the stated rates, not on these rows.

SMILES	SIRT5 inh	ERAP1 inh	Statin myotox sup	LGR2 antag	S100A4 inh HTS	Cneo AK release	PGC1a acetyl inh	XiGFP reactiv
COc1ccc(S(=O)(=O)Nc2ccc3c(c2)C(=O)N([C@@H](C)CO)C[C@H](C)[C@@H](CN(C)Cc2ccc(C(=O)O)cc2)O3)cc1	-2.2	-0.9	nt	-2.1	5.0	-5.8	-1.2	0.0
COc1ccc(-c2ccc(/C=N/NC(=O)Cc3nnc(N)s3)o2)cc1Cl	-5.0	0.6	nt	-7.3	4.4	-1.1	56.8*	0.3
O=C(C1CC(=O)N(c2ccccc2)C1)N1CCN(c2ccc(F)cc2)CC1 (configuration not stated)	0.5	1.7	-4.0	0.4	-2.1	0.5	-0.6	-0.1
Cc1ccc(S(=O)(=O)Nc2cccc3c2O[C@@H](CN(C)S(=O)(=O)c2ccc(Cl)cc2)[C@@H](C)CN([C@@H](C)CO)C3=O)cc1	6.2	1.8	nt	-4.7	17.9	nt	3.6	-0.4
CNC[C@H]1Oc2cc(C#Cc3ccncc3)ccc2S(=O)(=O)N([C@@H](C)CO)C[C@@H]1C	0.0	8.8	-0.1	10.1	-6.2	3.6	-6.6	0.7
Cn1c(=O)[nH]c(=O)c2c1nc(N1CCN(Cc3ccccc3)CC1)n2CCSc1ncccn1	-0.8	-1.1	-4.7	-7.7	-4.4	0.5	-11.5	-0.3
C=CCN(C(=O)Cn1nc(C)n2c(cc3cc(C)ccc32)c1=O)c1ccccc1	-5.4	-1.8	-2.8	3.2	-2.1	2.3	nt	0.2
Cc1ccc(S(=O)(=O)Cc2ccccc2Cl)cc1	1.4	0.6	nt	-3.6	0.5	nt	nt	0.0
O=C(COC(=O)c1ccccc1)c1ccc2c(c1)OCCO2	0.9	-1.1	-9.2	66.7*	-2.5	-23.7	8.9	0.1
CCOC(=O)C1(Cc2ccc(OC)cc2)CCN(C(=O)CCn2cccn2)CC1	-3.1	-2.1	nt	4.1	-2.1	0.8	nt	0.0
C[C@@H]1CN([C@H](C)CO)C(=O)c2cc(NC(=O)Nc3ccccc3)ccc2O[C@@H](C)CCCCO[C@@H]1CN(C)C(=O)CCC(F)(F)F	-1.6	-1.4	nt	2.1	3.1	-0.8	4.2	0.4
C[C@@H]1CCCCO[C@H](CN(C)Cc2ccc(C(=O)O)cc2)[C@H](C)CN([C@@H](C)CO)C(=O)c2cc(NC(=O)Nc3ccc(F)cc3)ccc2O1	-1.3	-2.7	nt	7.0	16.6	-2.5	0.8	-0.8
O=C(C1CCCN(Cc2ccc(Br)cc2)C1)N1CCCCC1 (configuration not stated)	0.2	-3.1	8.7	6.6	0.5	2.5	nt	0.1
CCCCn1c(N)c(N(Cc2ccccc2OC)C(=O)c2cc(=O)[nH]c3ccccc23)c(=O)[nH]c1=O	0.1	3.4	-5.9	10.8	2.9	0.3	nt	0.1
CC(C)C[C@H](NC(=O)OC(C)(C)C)C(=O)N[C@@H](CO)[C@H](O)[C@@H]1C[C@@H]1C(=O)NC1CCCCC1	-3.2	-2.3	-2.0	4.0	12.1	7.1	nt	0.0
Cc1ccc(C=Nc2ccccc2C#N)s1	nt	nt	11.2	2.1	nt	1.5	-0.9	-0.1
CC1CCC(NC(=O)c2ccc(S(C)(=O)=O)cc2)CC1 (configuration not stated)	-0.6	-1.0	-5.6	23.0	1.4	nt	-0.6	0.1
CN(C(=O)CSc1ncnc2sc3c(c12)CCCC3)C1CCS(=O)(=O)C1 (configuration not stated)	nt	4.2	1.5	-4.0	0.2	4.4	-7.7	0.0
CCCN1CCCCC(NC(=O)c2ccc(-c3ccccc3)cc2)C1=O (configuration not stated)	nt	-1.0	nt	-31.2	-2.0	nt	nt	0.2
N#Cc1ccccc1OCC(=O)OCC(=O)c1ccc2c(c1)NC(=O)CO2	-4.1	35.7*	nt	nt	0.6	-0.8	0.7	nt

Overlap with the part before: 2 entries, then new ones.
SMILES	SIRT5 inh	ERAP1 inh	Statin myotox sup	LGR2 antag	S100A4 inh HTS	Cneo AK release	PGC1a acetyl inh	XiGFP reactiv
CCCN1CCCCC(NC(=O)c2ccc(-c3ccccc3)cc2)C1=O (configuration not stated)	nt	-1.0	nt	-31.2	-2.0	nt	nt	0.2
N#Cc1ccccc1OCC(=O)OCC(=O)c1ccc2c(c1)NC(=O)CO2	-4.1	35.7*	nt	nt	0.6	-0.8	0.7	nt
O=C(C[C@@H]1C[C@H]2c3cc(NC(=O)C4CCC4)ccc3O[C@H]2[C@@H](CO)O1)NCc1cccc(F)c1	9.6	-3.9	-2.4	-16.6	3.1	-1.1	-4.8	0.0
CC(C)(C)OC(=O)N1CCCC(C(=O)Nc2cccc(C(=O)NCc3ccccc3)c2)C1 (configuration not stated)	-7.8	-0.8	-0.8	-13.4	4.4	-1.7	-64.4	0.8
COc1ccc(Oc2coc3cc(OC(=O)N4CCOCC4)ccc3c2=O)cc1	-1.5	-3.4	9.6	-5.0	-0.2	-0.4	-19.2	nt
COc1ccc(CNCCNC(=O)c2cccs2)c(OC)c1OC	-2.6	-4.3	nt	-7.9	3.4	nt	5.9	0.0
CO[C@H]1CN(C)C(=O)c2ccc(NC(=O)C3CC3)cc2OC[C@@H](C)N(C(=O)C2CCOCC2)C[C@H]1C	-0.9	-0.5	9.5	-7.3	0.8	-2.2	nt	0.3
Cc1noc(C)c1NC(=O)Nc1cccc2c1O[C@@H](CN(C)Cc1ccc3c(c1)OCO3)[C@@H](C)CN([C@H](C)CO)C2=O	-0.8&-2.6	7.4&-7.8	42.4&2.6	-11.0&12.7	12.8&-4.5	50.7&0.5	-3.2&-9.6	0.3&1.3
N#CCC(=O)Nc1ccc(C(F)(F)F)cc1N1CCOCC1	-0.6	-1.0	nt	nt	-3.8	nt	nt	0.0
CCCn1cnnc1CNC(=O)[C@H]1O[C@@H](n2cnc3c(N)ncnc32)[C@H](O)[C@@H]1O	-5.5	15.6	0.3	5.6	-1.0	-1.0	-2.2	0.6
CC(C)CC#Cc1ccc2c(c1)O[C@@H](CN(C)C(=O)c1cnccn1)[C@@H](C)CN([C@@H](C)CO)S2(=O)=O	-3.2	-2.0	17.4	-0.7	4.0	-3.8	1.3	-1.6
CNC[C@H]1Oc2ccc(NC(=O)C3CC3)cc2C(=O)N([C@H](C)CO)C[C@H]1C	-0.5	0.7	0.9	-2.9	-11.1	-2.2	-9.2	0.1
CC(C)(C)NC(=O)NC(=O)CSc1ncccn1	-1.3	-1.4	13.0	-4.2	-0.1	-0.8	7.1	0.0
Cc1cccc(-c2noc(-c3cc4ccccc4oc3=O)n2)c1	nt	nt	6.0	-49.6	nt	-1.0	-8.4	nt
COC(=O)C[C@H]1C=C[C@H](NS(=O)(=O)c2cn(C)cn2)[C@@H](CO)O1	-1.2	nt	nt	-28.8	1.5	nt	nt	0.0
Cc1ccc(S(=O)(=O)Nc2ccc3c(c2)CC(=O)N([C@H](C)CO)C[C@H](C)[C@@H](CN(C)Cc2ccc(C(=O)O)cc2)O3)cc1	-0.8	-1.0	nt	-0.9	-19.3	nt	6.3	-0.9
CO[C@@H]1CN(C)C(=O)c2ccc(NC(C)=O)cc2OC[C@@H](C)N(Cc2ccccc2F)C[C@@H]1C	2.7	2.1	12.5	0.4	20.8	-1.7	9.0	0.2
CCOCCCNC(=S)N1CCN(Cc2ccco2)CC1	7.5	-2.9	nt	nt	-5.9	nt	-10.0	0.1
O=C(c1ccco1)N1CCN(Cc2cc(=O)oc3cc(O)ccc23)CC1	-14.9	-15.4	-1.2	8.5	3.8	1.2	14.5	0.0
CNc1c(NC(=O)C2CCC(C)CC2)c(=O)oc2ccccc12 (configuration not stated)	-1.2	-7.8	-2.5	-3.0	-2.1	3.0	nt	0.1
Fc1cccc(/C=N/Nc2nc3ccccc3[nH]2)c1	-3.4	-0.1	nt	-27.2	8.1	nt	nt	0.1
O=C(c1cccnc1)N1CC[C@@H]2[C@H](CO)Nc3ccc(C4=CCCCC4)cc3[C@@H]21	-7.7	2.5	nt	-0.2	7.7	nt	-4.2	0.2
O=C(COc1ncnc2ccccc12)c1ccc(Cl)cc1	-5.5	-2.2	-3.1	-61.6	-3.9	nt	-7.1	0.1
COC(=O)c1ccc(C)c(NC(=O)CSc2nnc3ccccn23)c1	-2.8	-1.8	2.1	-6.3	-5.9	0.9	-1.0	0.0
COc1ccc(NC(=O)N(C)C[C@@H]2Oc3ccc(NC(=O)C4CCCCC4)cc3CC(=O)N([C@@H](C)CO)C[C@H]2C)cc1	1.5	0.9	0.9	-17.6	5.9	-1.2	1.8	-0.4
O=C1N/C(=N/N=C/c2ccccc2O)SC1Cc1ccc(F)cc1 (configuration not stated)	-8.4	nt	nt	-9.2	0.9	nt	6.7	0.3
Cc1[nH]c2ccccc2c1CC(=O)Nc1ccc(Nc2cccnc2)c(-c2ccc(OC(F)(F)F)cc2)c1	nt	-0.1	nt	14.3	-6.9	nt	nt	-0.2
CC(C(=O)Nc1nncs1)N1C(=O)C2C3C=CC(C3)C2C1=O (configuration not stated)	-1.2	7.8	nt	-11.7	-5.2	nt	nt	0.0
COc1ccc(-c2cc(=O)oc3c(C)c(OCC(=O)N(C)C)ccc23)cc1	-1.5	-3.0	5.6	-7.5	0.4	-1.0	1.3	0.0
CC(=O)Nc1nnc(SCc2cccc(F)c2)s1	2.9	-0.1	86.7*	-26.7	-1.9	0.1	3.5	0.0
CCC1(c2ccc(F)cc2)NC(=O)N(CC(=O)N2CCN(S(=O)(=O)c3ccc(C)cc3C)CC2)C1=O (configuration not stated)	0.5	-1.0	8.5	4.0	-5.0	0.2	5.1	0.0
Cc1ccc(C(=O)N2NC(c3ccc(F)cc3)C3C(=O)N(c4ccc(C)cc4)C(=O)C32)cc1 (configuration not stated)	nt	0.0	-5.6	3.0	12.6	-0.5	1.5	1.3

Entries of single compounds, looked up by structure. Order of screens: SIRT5 inh, ERAP1 inh, Statin myotox sup, LGR2 antag, S100A4 inh HTS, Cneo AK release, PGC1a acetyl inh, XiGFP reactiv
CC1CCC(NC(=O)c2ccc(S(C)(=O)=O)cc2)CC1 (configuration not stated) in the list: -0.6, -1.0, -5.6, 23.0, 1.4, nt, -0.6, 0.1
CNc1c(NC(=O)C2CCC(C)CC2)c(=O)oc2ccccc12 (configuration not stated) in the list: -1.2, -7.8, -2.5, -3.0, -2.1, 3.0, nt, 0.1
COc1ccc(CNCCNC(=O)c2cccs2)c(OC)c1OC in the list: -2.6, -4.3, nt, -7.9, 3.4, nt, 5.9, 0.0

(more compounds)
SMILES	SIRT5 inh	ERAP1 inh	Statin myotox sup	LGR2 antag	S100A4 inh HTS	Cneo AK release	PGC1a acetyl inh	XiGFP reactiv
Cc1ccc(C(NC(=O)C2CCCCC2)c2c(O)ccc3ccccc23)cc1 (configuration not stated)	1.3	1.1	nt	13.6	1.5	nt	nt	0.0
CNC[C@@H]1OCCCC[C@@H](C)Oc2ccc(NC(=O)Nc3ccccc3)cc2C(=O)N([C@H](C)CO)C[C@@H]1C	nt	nt	1.2	-9.1	nt	nt	7.0	0.2
CC1CN(C(=S)NC(=O)C2CCCCC2)CC(C)O1 (configuration not stated)	5.4	10.5	nt	2.9	-4.7	-1.1	6.8	0.6
O=S(=O)(Nc1ncccn1)c1ccc(NC(=S)N2CCN(Cc3ccc(F)cc3Cl)CC2)cc1	0.2	-0.2	0.1	-19.9	-1.7	-0.3	-0.5	0.1
Cc1c(Cl)cccc1NC(=O)NCc1cccnc1	0.7	1.2	nt	2.0	-7.8	-3.8	6.0	0.2
C=CCOC1COC2C(OCC=C)COC12 (configuration not stated)	nt	1.7	3.6	nt	-3.3	-0.1	-1.2	0.2
